GSK3A inh – blockers of GSK3A enzyme activity – biochemical, luminescence, cell-free homogeneous, HTS, primary screen | GSK-3 alpha kinase, ADP-Glo luminescence, 60 min | 0.1% of 320,000 active | inhibition, % at 10 µM;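 in the data active = inhibition above about 50%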;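 note: GST-tagged GSK-3 alpha with peptide substrate and 25 µM ATP; 0% = DMSO neutral wells and 100% = GW8510 positive control wells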
Target sequence (P49840 whole entry, looked up): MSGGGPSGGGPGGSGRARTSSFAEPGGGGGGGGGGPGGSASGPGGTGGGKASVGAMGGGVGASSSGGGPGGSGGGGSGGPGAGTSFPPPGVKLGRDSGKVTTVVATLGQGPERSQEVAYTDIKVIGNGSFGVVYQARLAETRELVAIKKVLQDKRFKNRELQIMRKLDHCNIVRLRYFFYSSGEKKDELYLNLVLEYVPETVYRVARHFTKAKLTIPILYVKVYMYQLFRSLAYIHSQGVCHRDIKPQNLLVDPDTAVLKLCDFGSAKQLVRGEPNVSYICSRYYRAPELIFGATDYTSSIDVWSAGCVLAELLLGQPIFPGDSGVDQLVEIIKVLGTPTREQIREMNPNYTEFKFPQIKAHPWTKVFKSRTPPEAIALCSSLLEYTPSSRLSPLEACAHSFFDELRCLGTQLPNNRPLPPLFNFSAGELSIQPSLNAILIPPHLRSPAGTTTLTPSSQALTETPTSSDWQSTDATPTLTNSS
GSK3B inh – human GSK3beta kinase inhibitors, primary screen, biochemical, cell-free homogeneous, HTS | GST-GSK3beta kinase, ADP-Glo luminescence, 60 min; stronger effect = lower value | activity score (negative = inhibition), % at 10 µM | 0.038% of 300,000 active | AID 2097, 2009;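 active = more than half of replicate wells score below -50%, meaning over 50% inhibition versus plate controls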;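 note: 0% = median DMSO wells and -100% = median GW8510 positive control wells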
Target sequence (P49841 whole entry, looked up): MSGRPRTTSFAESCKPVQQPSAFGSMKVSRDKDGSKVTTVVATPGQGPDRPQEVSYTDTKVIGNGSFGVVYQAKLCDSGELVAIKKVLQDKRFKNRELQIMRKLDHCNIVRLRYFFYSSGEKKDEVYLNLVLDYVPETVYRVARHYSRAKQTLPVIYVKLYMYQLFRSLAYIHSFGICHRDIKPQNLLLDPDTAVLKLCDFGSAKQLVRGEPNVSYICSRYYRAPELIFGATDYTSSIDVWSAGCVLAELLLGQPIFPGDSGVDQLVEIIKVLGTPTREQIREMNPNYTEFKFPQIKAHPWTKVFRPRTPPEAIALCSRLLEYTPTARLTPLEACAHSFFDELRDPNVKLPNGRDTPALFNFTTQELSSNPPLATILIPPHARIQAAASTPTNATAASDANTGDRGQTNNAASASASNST
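Test system: GST-tagged human GSK3beta kinase, cell-free; evaluation: activity score scaled between in-plate DMSO and GW8510 controls; measured by: ADP-Glo luminescence; incubation: 60 min reaction, RT; benchmarks: DMSO and 20 µM GW8510; reagent: peptide substrate plus 25 µM ATP (final); medium: Tris/MgCl2 kinase buffer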
aSyn 5UTR inh – MLPCN primary screen, SNCA 5' untranslated region. alpha-synuclein 5'UTR reporter, inhibitor activity. inhibition, % (tested at 7.5 µM). 0.82% of 300,000 active. AID 1813, 2009; in the data active = inhibition above about 60%;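 note: H4 neuroglioblastoma cells stably carrying SNCA 5'UTR luciferase fusion; 0% = DMSO wells and 100% = positive control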
HSP90 inh – HSP90 inhibitors, primary screen, cell lysate, luminescence. Rabbit reticulocyte lysate, luciferase refolding luminescence, 3 h. inhibition, % at 5.6 µM. 0.91% of 290,000 active;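 active = inhibition above the screen-wide mean plus 3 SD, computed separately per campaign, cut at about 16% in these data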;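 note: 0% = DMSO wells and 100% = 60 µM geldanamycin wells; inhibitors lower the luminescence because luciferase stays unfolded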
HSF1 inh – HSF1 inhibitors in luciferase reporter cells, primary screen, cell-based, NIH3T3, luminescence; NIH3T3-HGL HSE-luciferase, MG132-induced, luminescence 8 h; stronger effect = lower value; activity change, negative = inhibition, % at 7.5 µM (by protocol); 0.77% of 300,000 active;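 active = more than half of replicate wells show activity change below -50%, luminescence cut by over half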;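 note: luciferase reports HSF-1 transcriptional activity via heat shock element; 0% = median of DMSO wells and -100% = zero luminescence signal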
IEC-6 cytotox – cytotoxicity in IEC-6 intestinal epithelial cells, primary screen, cytotoxicity control for KLF5 inhibitor project, cell-based, luminescence; IEC-6 cytotoxicity, luminescence viability; AID 1825, 2009; 0.78% of 290,000 active; inhibition, % at 5 µM; in the data active = inhibition above about 22%;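 note: 0% = plate median of test compound wells and 100% = cytotoxic reference compound wells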
HSF1 activator – HSF-1 activators, primary screen, NIH3T3-HGL cells, MG132 stress, luminescence, single point; activation, % at 9 µM; NIH3T3-HGL HSF-1 luciferase reporter, 8 h; 100% = twice DMSO control signal; 1.7% of 300,000 active; AID 504408, 2011;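 active = mean replicate activation of at least 50% with a set share of replicates each reaching 50%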;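 note: 0% = median of the neutral control wells and 100% = twice that signal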
PolyA inhibitor – polyadenylation inhibitors in yeast reporter cells, primary screen, luminescence, S. cerevisiae; S. cerevisiae SKY197-pL101 polyadenylation reporter, beta-gal luminescence; efflux-impaired pdr1/pdr3 knockout yeast; score 100 = 6 SD above DMSO; calls only at 12 µM; 0.02% of 300,000 active;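 active = lowest replicate activity score at least 50, where 100 means six control SD above control mean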;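 note: yeast exposed to compound for 9 h at 30 °C; higher score means more reporter readthrough which indicates perturbed polyadenylation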
KLF5 inh – KLF5 expression inhibitors, primary screen, DLD-1 cells, luminescence | DLD-1 KLF5 promoter-luciferase reporter | inhibition, % at 5 µM | 0.23% of 290,000 active;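 active = inhibition above a per-plate limit of that plate's mean compound inhibition plus 3 SD, cut at about 60% in these data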;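 note: 0% = DMSO wells and 100% = LY294002 at 200 µM; higher means less KLF5 promoter-driven luciferase light; inactives centre near -14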
AI-2 QS mod – Vibrio harveyi AI-2 quorum sensing modulators, primary screen, JMH597 strain, luminescence/OD600 ratio | 0.4% of 300,000 active | activity change, % at 7.5 µM | Vibrio harveyi JMH597 AI-2 luminescence/OD600 ratio, 9 h; stronger effect = lower value; strain lacks LuxN and CqsS sensors; 0 = neutral-control median; in the data active = activity change below about -75%, passing the limit was not always enough;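 note: luminescence divided by OD600 gain over 9 h not by final OD600 alone; inactives centre near 13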
* hit, by the source's call; i = inactive; · = no result given. Not all compounds are listed; the hit share may differ from the screen's.

SMILES	GSK3A inh	GSK3B inh	aSyn 5UTR inh	HSP90 inh	HSF1 inh	IEC-6 cytotox	HSF1 activator	PolyA inhibitor	KLF5 inh	AI-2 QS mod
COc1cccc(-n2c(SCC(=O)Nc3nccs3)nnc2-c2ccoc2C)c1	3	1	-4	-5	-10	-2	2	i	-18	21
NC(=S)Cc1ccccc1Cl	-1	2	-3	0	-1	-2	14	i	-31	10
OC(Cn1cncn1)(c1ccccc1)c1ccccc1	0	3	12	-3	-6	-1	-2	i	-21	8
Cc1ccc(Nc2nc(N)c([N+](=O)[O-])c(NCc3ccccc3)n2)cc1	0	3	19	1	-4	-3	-23	i	-21	36
CC1(c2nnc(-c3cccc(Cl)c3)o2)CC(c2cccc(F)c2)=NO1 (centres undefined)	0	-1	26	·	5	·	0	i	·	-2
Cn1c(Cc2ccccc2)nnc1SCC(=O)NC1CCCC1	13	2	-2	-3	-4	4	6	i	3	21
CCOC(=O)CN(C(=O)CNC(=O)c1ccco1)C(C(=O)NC1CCCCC1)c1cccnc1 (centres undefined)	-1	·	-11	-2	-3	0	2	i	5	·
Cc1nnc(N(C(=O)c2cnccn2)c2ccccc2)s1	-26	0	-10	2	-3	3	-5	i	-29	16
Cc1cc(=O)n2nc(N3CCCC(C(=O)N4CCN(C)CC4)C3)sc2n1 (centres undefined)	-1	2	-16	-6	6	-7	3	i	-42	35
CC(=O)c1ccc(-c2ccc(C(=O)NC3CC(C)(C)NC(C)(C)C3)o2)cc1	-1	10	-20	·	6	·	-10	i	·	13
Cc1ccc(/C=[N+](/C)[O-])cc1	-1	-3	-23	-1	-4	1	2	i	1	26
CCOC(=O)c1c(C)[nH]c(C(=O)OCC(=O)N(C)C2CCS(=O)(=O)C2)c1C (centres undefined)	-2	-6	12	-7	-7	2	-25	i	-27	7
Cc1ccc(CSc2nccc(-c3c(C)nc4ccccn34)n2)cc1	-1	0	-70	-3	-8	-4	2	i	-42	46
CC(C)NC(=S)N1CCN(c2ncccn2)CC1	0	-1	0	-1	-12	-2	-3	i	-20	19
COC(=O)CSc1nnc(CSc2nc(C)cc(C)n2)o1	0	-1	-14	0	-9	-3	2	i	-24	29
COCCNc1nc2nonc2nc1N1CCCC1c1nccs1 (centres undefined)	0	1	14	4	-11	0	-5	i	3	10
CCc1nnc(NC(=O)CCS(=O)(=O)c2ccccc2)s1	-2	1	-14	-5	10	-4	12	i	-16	20
Cc1ccccc1NS(=O)(=O)c1ccc(C(=O)NCCCN2CCOCC2)cc1	1	1	2	·	2	·	3	i	·	27
O=C(O)c1ccc(NC(=O)c2ccccc2NC(=O)c2cccc(F)c2)cc1	1	2	0	0	-7	-8	-6	i	-11	27
Cc1ccc(-c2cc(-c3c(C)nn(C)c(=O)c3N)[nH]n2)cc1	-1	-1	-110	-1	4	-5	-3	i	-31	19
CCC1(Cc2ccccc2)NC(=O)c2ccccc2O1 (centres undefined)	-1	-1	7	-4	18	-4	18	i	-4	30
COc1ccc(OCC(=O)NNC(=O)c2cccs2)cc1	-1	-1	2	-4	1	2	10	i	-32	18
CCN(CC(=O)Nc1ccccc1C(F)(F)F)C(=O)CCc1c(C)[nH]c(=O)c(C#N)c1C	1	1	9	-5	2	-5	-10	i	7	14
CC(=O)CCn1cc([N+](=O)[O-])nc1C	2	-3	3	7	4	1	-1	i	-4	11
CCN(CC)C(=O)C(C)N(C#N)c1nc(C)cc(C)n1 (centres undefined)	-5	1	-19	1	0	-1	-4	i	8	26

Following part.
SMILES	GSK3A inh	GSK3B inh	aSyn 5UTR inh	HSP90 inh	HSF1 inh	IEC-6 cytotox	HSF1 activator	PolyA inhibitor	KLF5 inh	AI-2 QS mod
O=C(CN1C(=O)NC2(CCCCCC2)C1=O)NCc1cccs1	-3	4	10	2	-9	-4	-20	i	3	10
O=C(NCc1ccccc1F)C1CCCN1S(=O)(=O)c1ccc(F)cc1 (centres undefined)	-3	-3	2	-1	6	-1	-2	i	-29	25
Cc1ccc(Cn2c(SCC(C)C)nc3c2c(=O)[nH]c(=O)n3C)cc1	-2	2	28	0	-2	0	-12	i	-28	4
CC1(C)CC(NC(=O)Cc2ccccc2[N+](=O)[O-])CC(C)(C)N1	0	3	-1	8	-6	-1	-19	i	-11	18
Cc1ccc(C2(c3ccc(C)cc3)CC2C(=O)NCc2cccnc2)cc1 (centres undefined)	-1	-3	-2	-1	-3	2	5	i	-3	0
O=C(Nc1ccc(S(=O)(=O)N2CCCC2)cc1)C1CC(=O)N(c2ccccc2)C1 (centres undefined)	-3	0	2	-3	3	-1	-4	i	-9	26
Cc1cc2nc3n(c2cc1C)CC1CC(C(=O)NCc2ccccc2)N(C)C31 (centres undefined)	0	2	-11	·	-3	·	-18	i	·	33
Oc1ccc(C(=S)N2CCCCCC2)cc1	1	-3	-31	-2	-1	-5	20	i	1	13
CC1CCCCN1C(=O)CSc1nnc(-c2cccs2)o1 (centres undefined)	-1	11	-108	-6	19	-2	44	i	-92	9
OC1(c2ccc3c(c2)OCO3)CCN(Cc2ccc(F)cc2)CC1	0	0	-26	-1	-4	7	-12	i	-10	16
O=C(CSc1nc2c(c(=O)n1-c1ccccc1)SCC2)N1CCN(c2ccccc2)CC1	-1	1	35	-2	-12	6	-18	i	6	14
COc1ccc(C(=O)N2CCN(c3ccc(N4CCOCC4)nn3)CC2)cc1OC	-3	2	9	·	-5	·	-1	i	·	14
CC(C)(C)OC(=O)N1CCC(NC(=O)c2nc[nH]c2C(=O)NCC(=O)OCc2ccccc2)CC1	11	-1	6	-4	-18	1	-20	i	-5	9
COc1ccc(OCCOCCN2CCOCC2)cc1	0	3	10	11	1	3	6	i	-11	14
O=C(c1ccc(Cl)cc1)C1CCN(C(=O)N2CCOCC2)CC1	-1	0	20	1	-7	-2	13	i	-7	69
COCCCNC(=O)c1ccc([N+](=O)[O-])c(Cl)c1	0	2	-11	-4	-3	-8	3	i	4	24
Cc1ccc(S(=O)(=O)N2CCN(C(=O)CSc3ncc(C(F)(F)F)cc3Cl)CC2)cc1	1	-2	18	2	7	4	11	i	-44	6
O=C(NCc1ccco1)C(c1ccncc1)N(C(=O)Cn1nnc2ccccc21)c1ccccc1F (centres undefined)	-1	1	11	6	-4	5	-2	i	-22	9
O=C(O)CCCC(=O)Nc1ccn(-c2ccccc2)n1	-2	-1	-8	-1	-3	-12	7	i	-5	13
COc1cc(CC2C(=O)Nc3ccccc32)cc(C)c1O (centres undefined)	-1	-1	15	-2	-2	-7	-14	i	-32	5
Clc1ccccc1C1CC(c2ccccc2)=Nc2ccccc2N1 (centres undefined)	-3	0	-30	1	12	-2	32	i	-102	22
Cc1ccc2nc(-c3ccc(NC(=S)NC(=O)CC(C)C)cc3)sc2c1	-1	0	-178	-9	4	6	22	i	-61	3
CCN(CC)CCCNC(=O)Cn1ncc2c(=O)oc3ccc(C)cc3c21	1	2	-5	·	-1	·	7	i	·	27
c1ccc(Oc2ccc(-c3ccnc4nc(N5CCOCC5)nn34)cc2)cc1	0	-2	17	3	4	0	-6	i	-15	-8
O=C(COc1ccc(Br)cc1)Nc1ccccc1C(=O)NC1CC1	0	-2	-2	·	15	·	22	i	·	53

Other entries
SMILES	GSK3A inh	GSK3B inh	aSyn 5UTR inh	HSP90 inh	HSF1 inh	IEC-6 cytotox	HSF1 activator	PolyA inhibitor	KLF5 inh	AI-2 QS mod
CC(=O)N/C(=C\c1ccccc1)C(=O)OCC(=O)N(C)C1CCCCC1	-3	1	0	1	0	10	-8	i	8	-1
COc1cc(OC)cc(-c2cc(N)n(S(=O)(=O)c3cccc4nsnc34)n2)c1	2	0	24	-2	·	-7	·	i	-26	24
COc1cc(/C(C)=N/N2CCN(Cc3ccc(C)cc3)CC2)ccc1O	-1	4	20	-1	-2	-8	3	i	-34	12
O=C(/C=C/c1cccc(Br)c1)NC1CCN(Cc2ccccc2)CC1	0	1	14	4	-1	-3	32	i	-8	21
Clc1ccc(CO/N=C/c2c(-c3ccccc3)nc3n2CCS3)c(Cl)c1	5	-2	35	-3	30	-6	74*	i	-5	-5
Cc1cc(NC(=O)CSc2nc(C3CC3)nc3sc4c(c23)CCC(C)C4)no1 (centres undefined)	1	-1	-70	4	-40	4	-53	i	3	6
COC(=O)c1ccc(NC(=O)Cn2cnc3c(nnn3-c3cccc(OC)c3)c2=O)cc1	1	0	16	8	-6	3	-11	i	0	5
CCN(CC)c1ccc(C(=O)NN)cc1	-1	1	2	-2	6	-1	1	i	-14	-3
N=c1ccn(Cc2c(Cl)cccc2Cl)cc1	-3	2	13	0	-4	-8	-7	i	-26	10
CC(C)CCNC(=O)C(=O)NCc1ccccc1	-2	-2	-20	-4	0	-11	0	i	7	2
Cc1noc(NS(=O)(=O)c2ccc(NC(=O)C(Cl)(Cl)Cl)cc2)c1C	-2	3	18	3	2	0	11	i	-19	-3
CC(C)(C)C(=O)CSc1nnc(Nc2ccccc2)s1	-2	2	-47	0	3	-1	14	i	-51	31
CC(C(=O)Nc1ccc2c(c1)OCCO2)N(C)Cc1c(F)cccc1Cl (centres undefined)	-1	-1	10	1	5	-5	8	i	-29	22
Cc1c(Cl)cccc1NC(=O)CSc1nnc(CCNC(=O)OC(C)(C)C)o1	0	1	-22	0	15	5	20	i	-5	13
FC(F)Sc1ccc(NC2=NCCCCC2)cc1	-2	1	-5	2	-10	5	-5	i	-9	6
COc1ccc(C[C@H]2CN3C(=NC[C@@H]3C(C)C)N2C[C@H](C)NC(=O)c2ccc(C)c(Br)c2)cc1	4	0	-25	7	-2	-4	7	i	-2	15
CCC(C)(C)C1CCc2c(sc(NC(=O)c3cccs3)c2C(N)=O)C1 (centres undefined)	-1	4	-24	16	-10	5	-18	i	18	34
O=C(NCc1ccccc1F)c1cccc(S(=O)(=O)NCc2ccccc2)c1	0	2	6	2	8	-1	24	i	-25	34

Four entries drawn at random from the list so far:
SMILES	GSK3A inh	GSK3B inh	aSyn 5UTR inh	HSP90 inh	HSF1 inh	IEC-6 cytotox	HSF1 activator	PolyA inhibitor	KLF5 inh	AI-2 QS mod
COC(=O)c1ccc(NC(=O)Cn2cnc3c(nnn3-c3cccc(OC)c3)c2=O)cc1	1	0	16	8	-6	3	-11	i	0	5
COc1cc(OC)cc(-c2cc(N)n(S(=O)(=O)c3cccc4nsnc34)n2)c1	2	0	24	-2	·	-7	·	i	-26	24
Cc1cc(NC(=O)CSc2nc(C3CC3)nc3sc4c(c23)CCC(C)C4)no1 (centres undefined)	1	-1	-70	4	-40	4	-53	i	3	6
CC(C)CCNC(=O)C(=O)NCc1ccccc1	-2	-2	-20	-4	0	-11	0	i	7	2
